# MITF TRPM1 inh: reduces MITF-dependent TRPM1 promoter luciferase signal; SK-MEL-5 TRPM1 promoter luciferase, 24 h; inhibition, % at 12.5 µM; 330,000 tested, 0.83% active; AID 488899;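 active = mean inhibition across replicates of 60% or more, whatever share of single replicates reaches that level; inconclusive = some that reach 60%, reason not given; inactive = mean inhibition across replicates below 60%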; also: values of inactives mirror those of a sister screen read the other way
# NR2E3 ag-1: agonists of human nuclear receptor NR2E3. Q9Y5X4. GST-NR2E3/biotin-RetCOR TR-FRET, 1536-well. inhibition of corepressor binding, % at 4.78 µM. 320,000 tested, 0.12% active. AID 2300;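 active = percent inhibition above the cutoff of mean plus 3 SD of all tested compounds, set per screening campaign, cut at about 20% in these data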;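 also: 0% = DMSO wells and 100% = biotin wells as full block of FRET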
# Target sequence (Q9Y5X4 whole entry, looked up): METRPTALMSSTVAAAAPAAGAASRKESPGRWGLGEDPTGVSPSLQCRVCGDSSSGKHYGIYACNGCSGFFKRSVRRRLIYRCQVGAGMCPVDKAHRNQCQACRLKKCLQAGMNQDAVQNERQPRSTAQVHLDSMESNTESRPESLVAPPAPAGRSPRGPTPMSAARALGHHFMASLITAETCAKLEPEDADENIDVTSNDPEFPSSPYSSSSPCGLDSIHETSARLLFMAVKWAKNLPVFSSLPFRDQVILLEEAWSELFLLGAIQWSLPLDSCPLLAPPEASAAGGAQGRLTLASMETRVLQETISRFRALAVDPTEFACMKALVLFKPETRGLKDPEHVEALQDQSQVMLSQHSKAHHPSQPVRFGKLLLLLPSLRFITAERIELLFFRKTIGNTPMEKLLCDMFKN
#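 Assay system: NR2E3–RetCOR corepressor complex. Quantity: 1.35 nM GST-NR2E3. Buffer or medium: pH 7.5 Tris-based buffer. Reagent: biotinylated RetCOR corepressor at 7 nM final. Schedule: 5 h at 4 °C. Detection: TR-FRET, emission read at 617 and 671 nm. Replicates: one well per compound, singlicate testing.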
# Shn3 3UTR inh: inhibitors of Schnurri-3 3'UTR reporter in osteoblasts | Clone20 osteoblast Shn3 3'UTR firefly luciferase, 24 h | inhibition, % at 12.5 µM | 360,000 tested, 0.52% active;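 active = mean inhibition of at least 75% with every replicate also reaching 75%; inconclusive = mean inhibition at least 75% but some replicate below; inactive = mean inhibition below 75%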;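 also: 0% = median of neutral control wells and 100% = pilot-screen positive control compound; some compounds past the cut are filed as inactive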
# CF NFkB block: cystic fibrosis NF-kB activation inhibition; 360,000 tested, 0.86% active; inhibition, % at 5 µM; KKLEB NF-kB-GFP reporter, PAF-induced, GFP fluorescence overnight;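 active = at least 50% inhibition at 5 µM, scaled per plate between neutral and stimulator controls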;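 also: PAF is a Pseudomonas aeruginosa culture filtrate used as stimulus; plate controls were PAF-stimulated DMSO wells for no effect and unstimulated DMSO wells for full effect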
# NR2E3 ag-2: activates human NR2E3 receptor | 360,000 tested, 0.35% active | AID 602229 | CHO-S Gal4-NCOR/VP16-NR2E3 two-hybrid, luciferase | inhibition of corepressor binding, % at 3.98 µM;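 active = inhibition above the mean of all tested compounds plus 3 SD, cut at about 70% in these data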;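 also: 0% = DMSO with NR2E3 transfected cells and 100% = cells lacking NR2E3 construct; higher means lower luciferase signal from less NR2E3 corepressor binding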
# KKLEB cytotox: CF airway cell cytotoxicity counter-screen | KKLEB CF airway cells viability, ATPlite luminescence, overnight; active compounds read low; cells stimulated with P. aeruginosa culture filtrate | activity change (cytotoxicity), % at 5 µM | 360,000 tested, 0.36% active | AID 602141;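 active = corrected activity change at or below -50% at 5 µM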
# CaV13 ICDI inh: Disruptors of the CACNA1D IQ motif to Ca2+-dependent inactivation inhibitor domain association, primary screening, Förster resonance energy transfer in intact living … | 340,000 tested, 0.098% active | HEK cells, CFP/YFP FRET ICDI-IQ, plate reader, 10 min; percent FRET-ratio fall versus neutral wells | inhibition, % at 12.3 µM;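 active = mean replicate inhibition of at least 30% and at least 1% of replicates passing that level; inconclusive = only one of the two criteria is met; inactive = neither criterion is met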;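 also: 0% = median of the neutral control wells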
# Vif imaging: inhibitors of HIV Vif; HEK293T cells, Vif self-association by quenched fluorescence, imaging, 24 h; inhibition, % at 7.49 µM; 340,000 tested, 0.35% active; AID 602346; in the data active = inhibition above about 50%, passing the limit was not always enough; inconclusive = no clear call, values can overlap the other calls; inactive = below about 31%; also: some results filed as inactive read as strong as hits
# HIF-2a block: HIF-2a inhibition. 786-0 RCC cells HIF-2a reporter, luciferase luminescence, overnight. inhibition, % at 18.8 µM. 360,000 tested, 0.72% active;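 active = inhibition of the luminescence signal of 40% or more relative to plate controls, in a single-dose primary screen at 18.75 µM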
# Peg3 prom inh: inhibitors of Peg3 promoter; HeLa PEG-Prom luciferase reporter, luminescence, overnight; inhibition, % at 20 µM; 360,000 tested, 1.7% active;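 active = inhibition of at least 50% at 20 µM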
# PDI turbidity: blocks human protein disulfide isomerase activity; 350,000 tested, 0.052% active; PDI insulin aggregation turbidity, A650, 90 min; inhibition, % at 10 µM;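 active = mean inhibition across replicates of 30% or more, whatever share of single replicates reach that level; inconclusive = mean inhibition below 30% while every single replicate reaches 30%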;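 also: absorbance from insulin aggregation driven by PDI reduction with DTT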
# Target sequence (P07237 whole entry, looked up): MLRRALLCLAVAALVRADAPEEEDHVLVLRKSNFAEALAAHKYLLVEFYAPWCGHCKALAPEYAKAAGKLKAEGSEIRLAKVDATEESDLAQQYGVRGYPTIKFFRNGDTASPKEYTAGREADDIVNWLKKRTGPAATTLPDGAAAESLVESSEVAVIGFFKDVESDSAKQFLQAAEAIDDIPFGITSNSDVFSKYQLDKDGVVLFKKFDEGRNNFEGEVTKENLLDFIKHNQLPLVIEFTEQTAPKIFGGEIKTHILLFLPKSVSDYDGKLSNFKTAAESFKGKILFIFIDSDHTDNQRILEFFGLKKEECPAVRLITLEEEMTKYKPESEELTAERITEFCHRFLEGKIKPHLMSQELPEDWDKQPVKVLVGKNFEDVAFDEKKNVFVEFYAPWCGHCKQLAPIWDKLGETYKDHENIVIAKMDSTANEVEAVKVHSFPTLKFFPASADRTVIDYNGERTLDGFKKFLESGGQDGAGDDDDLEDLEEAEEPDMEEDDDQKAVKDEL
# Numbers without * were called inactive; ? = inconclusive; / = no result given.
SMILES,MITF TRPM1 inh,NR2E3 ag-1,Shn3 3UTR inh,CF NFkB block,NR2E3 ag-2,KKLEB cytotox,CaV13 ICDI inh,Vif imaging,HIF-2a block,Peg3 prom inh,PDI turbidity
O=C(CSCc1ccccc1)Nc1ccc2c(c1)OCO2,-70,1,-72,3,-14,7,2,12,-199,-320,2
Cn1c(Cn2c(C(F)(F)F)nc3ccccc32)nc2ccccc21,2,-2,10,8,-15,6,/,-1,7,11,-1
O=C(O)CCC(=O)OCCc1cc2ccccc2c(=O)o1,-5,/,-31,-3,6,-10,-10,-5,10,5,-9
CNC(=S)Nc1ccc(OC)c(OC)c1,-4,1,-1,-17,1,8,-2,6,10,16,-2
Cc1c(N(C(=O)Nc2ccccc2)C2=NCC(C)S2)c(=O)n(-c2ccccc2)n1C (stereo unspecified),-7,2,-9,4,-15,-6,-5,12,-45,-14,7
CCC1=NN2C(=N)/C(=C\c3ccc(SCc4ccco4)o3)C(=O)N=C2S1,-9,0,-15,-10,-23,1,-4,1,-17,13,-9
CCCCC(=O)Nc1ccc(NCc2ccc(C)s2)cc1,-2,-2,10,10,-4,-9,-3,-18,-20,-21,1
O=C(CSc1nc(=O)n(CCCN2CCOCC2)c2c1CCC2)Nc1ccccc1F,-10,-1,-11,20,10,-4,-6,-3,8,8,-1
C#Cc1ccc([C@@H]2C=C(C(=O)O)O[C@H](OCCCCO)C2)cc1,0,-1,-3,-7,-28,3,-4,-3,-25,-11,-3
COc1ccccc1NC(=O)CCN1C(=O)C2C3CCC(C3)C2C1=O (stereo unspecified),13,1,2,26,-7,-18,/,3,11,5,11
COc1ccc(S(=O)(=O)Nc2ccccc2C(=O)N2CCCC2)cc1C,11,5,4,-2,0,-1,-7,-3,11,8,3
CCCCN1CC(=O)N2[C@H]3c4cc(Cl)ccc4OC[C@@H]3[C@H](c3ccccc3)[C@]2(C)C1=O,-9,-1,9,-9,9,-7,-11,-1,11,0,15
Cc1ccc(CNC(=O)c2ccccc2N)cc1,-4,4,-11,-1,-25,12,-8,1,-18,-11,-11
CCCOc1ccc(-c2cn3ccccc3n2)cc1,12,0,-25,5,-151,-38,2,20,-183,-150,1
CCN(Cc1ccccc1)C(=O)COC(=O)c1cc(Cl)nc(Cl)c1,-1,0,5,-1,-18,8,-2,-8,14,11,-3

# Reformatted: four of the compounds above
# Under each structure: MITF TRPM1 inh, NR2E3 ag-1, Shn3 3UTR inh, CF NFkB block, NR2E3 ag-2, KKLEB cytotox, CaV13 ICDI inh, Vif imaging, HIF-2a block, Peg3 prom inh, PDI turbidity
- CCCCN1CC(=O)N2[C@H]3c4cc(Cl)ccc4OC[C@@H]3[C@H](c3ccccc3)[C@]2(C)C1=O
 : -9, -1, 9, -9, 9, -7, -11, -1, 11, 0, 15
- Cc1ccc(CNC(=O)c2ccccc2N)cc1
 : -4, 4, -11, -1, -25, 12, -8, 1, -18, -11, -11
- CCCOc1ccc(-c2cn3ccccc3n2)cc1
 : 12, 0, -25, 5, -151, -38, 2, 20, -183, -150, 1
- CCN(Cc1ccccc1)C(=O)COC(=O)c1cc(Cl)nc(Cl)c1
 : -1, 0, 5, -1, -18, 8, -2, -8, 14, 11, -3

# (cont.)
SMILES,MITF TRPM1 inh,NR2E3 ag-1,Shn3 3UTR inh,CF NFkB block,NR2E3 ag-2,KKLEB cytotox,CaV13 ICDI inh,Vif imaging,HIF-2a block,Peg3 prom inh,PDI turbidity
CC(C)NC(=O)C1CCN(C2CCN(Cc3ccc4cccc(F)c4n3)CC2)CC1,13,0,7,9,-43,-8,-15,-8,8,14,10
CC(Sc1nnc2ccccn12)C(N)=O (stereo unspecified),-2,4,-5,-14,10,9,-5,-2,-14,-8,1
Cc1sc2nc(SCCO)n(-c3ccccc3)c(=O)c2c1C,3,3,10,5,13,18,-3,-2,14,18,-2
CCOC(=O)C1=C(N)c2ccccc2CC1C1CCCC1 (stereo unspecified),10,1,8,1,-56,6,-2,7,14,15,5
Cc1cc(C)nc(SCC(=O)N/N=C\C(Br)=C\c2ccccc2)n1,9,-6,14,-6,15,3,-9,-3,-9,-2,-11
O=C(COc1ccc(Br)cc1)NCCO,-17,-5,13,-20,-12,0,-3,-2,-3,-8,1
Cc1ccc(C(OCC(O)CNC(CO)C(O)c2ccc([N+](=O)[O-])cc2)c2ccccc2)cc1 (stereo unspecified),-6,3,-7,18,-58,-14,-4,-5,11,34,0
O=C(O)/C=C/c1cccnc1,-6,-2,10,-18,0,11,-7,0,20,3,9
N/C(=N/O)c1ccccc1N1CCC(Cc2ccccc2)CC1,7,-1,24,26,-9,-14,-3,/,17,21,-1
COc1ccc2c(c1)C=C(CN1CCN(C(C)C)C(CCO)C1)CO2 (stereo unspecified),11,0,-10,-11,/,12,2,-4,21,21,-4
CC(C)(C)C(=O)NCCc1nc2ccccc2n1CC(=O)c1ccccc1,/,-1,-28,-7,-29,11,-5,12,-6,2,/
CCN(Cc1nc(-c2cccc(C)c2)no1)C(=O)c1ccco1,-17,3,-15,-5,-25,5,-19,1,-99,-49,16
CCOCCCn1c(SCC(=O)Nc2ccc3[nH]c(=O)[nH]c3c2)nc2ccccc2c1=O,-12,-4,-13,-14,7,-24,-7,6,-7,2,-5
Cc1cccc(C(=O)NCC(=O)OCC(=O)c2cc(C)n(CC3CCCO3)c2C)c1 (stereo unspecified),-8,-2,-26,12,4,-11,2,-1,-32,12,-16
COC(=O)c1ccc(C2CC(=O)Nc3cc(OC)c(OC)cc32)cc1 (stereo unspecified),10,-1,3,-13,21,-6,-5,5,11,10,3
O=C(COc1cc(F)ccc1[N+](=O)[O-])Nc1cccc(S(=O)(=O)NC2=NCCC2)c1,-1,5,15,-2,-1,17,-23,-3,19,10,-3
C=CCNC(=S)N1CCC(C(=O)c2ccc(OC)cc2)CC1,-5,1,-2,10,20,0,-7,1,4,15,5
Cc1cc(-c2sccc2Br)nc(-n2cccc2)n1,2,/,-17,-2,3,-1,7,-10,-95,-77,5
CC(Cl)C(=O)Nc1ccccc1C#N (stereo unspecified),8,1,-5,-13,-12,-1,-5,6,6,-4,1
O=C(c1ccco1)[C@@H]1[C@@H]2C(=O)N(c3ccc(Br)cc3)C(=O)[C@@H]2C2c3ccccc3C=CN21 (stereo partly specified),26,/,-14,-26,-19,-16,/,4,-29,-48,-12
COc1ccccc1C1C(C(=O)c2cc3ccccc3o2)=C(O)C(=O)N1CCN(C)C (stereo unspecified),4,18,12,10,6,-2,-2,-1,-14,-14,-6
COc1ccccc1NC(=S)NC(=O)CCCOc1ccc(Cl)cc1Cl,1,-1,16,-5,-18,2,-9,-1,8,14,0
CNC(=O)C(=O)NCC1OCCN1S(=O)(=O)c1ccc(OC)c(OC)c1 (stereo unspecified),9,0,10,-5,-11,6,-10,-2,12,0,2
CC(C)CN1CCN(Cc2ccc(Oc3ncccn3)cc2)CC1CCO (stereo unspecified),2,-1,-3,-5,-35,15,-6,/,13,14,5
Cn1c(=O)n(CCc2ccccc2)c(=O)c2c1nc1n2CCN1Cc1ccco1,12,-2,5,-14,-18,2,-7,-3,-41,19,-11
COc1ccccc1C(=O)Nc1cccc(SC)c1,-4,7,-26,-21,-35,7,-4,5,-142,-77,6
O=C1CN(C(=O)c2ccccc2[N+](=O)[O-])C(c2ccccc2)c2cc(Br)ccc2N1 (stereo unspecified),6,1,5,-8,-20,13,-20,-10,19,24,-1
CC(=O)N(c1ccc2oc(=O)sc2c1)S(=O)(=O)c1ccccc1,-19,-3,-24,-11,-24,26,/,-7,0,-15,-1
CCC(C)Nc1nnc(SCC(=O)c2c(N)n(C3CC3)c(=O)[nH]c2=O)s1 (stereo unspecified),-8,/,4,-4,6,-15,-7,0,0,18,6
COC(=O)C1=C(CS(=O)(=O)c2ccc(Cl)cc2)NC(=O)NC1c1ccc(O)c(OC)c1 (stereo unspecified),-12,-2,10,2,0,2,-2,-9,19,-3,3
Cc1ccc(CCNC(=O)C2CC(c3ccccc3[N+](=O)[O-])=NO2)cc1 (stereo unspecified),3,0,5,0,0,-7,-9,-9,1,12,-5
Cn1cc(CNCc2ccc(-n3cccn3)cc2)c(-c2ccccc2F)n1,6,-2,39,-15,-16,-2,10,-14,18,20,9
O=S1(=O)CCC(NC(=S)Nc2ccccc2)C1 (stereo unspecified),/,0,-31,-9,12,6,2,3,12,16,-2
COc1cc(NC(=O)COC(=O)c2cc(S(=O)(=O)N3CCOCC3)ccc2F)cc(OC)c1,0,/,2,-9,1,-8,-6,4,-4,-10,2
CCCNC(=S)NNC(=O)c1cc(C2CC2)nc2ccccc12,3,0,7,4,-11,-13,/,-9,-14,-4,13
O=C(CSc1nc(C(F)(F)F)cc(=O)[nH]1)NCc1ccc2c(c1)OCO2,-6,0,-13,3,11,10,-5,-8,9,7,17
Cc1cccc(C)c1NC(=O)C1(C)c2cccc[n+]2CC(=O)N1Cc1cccs1 (stereo unspecified),-5,-1,11,-11,-15,9,-4,0,10,-2,-4
O=c1[nH]c2cc([N+](=O)[O-])ccc2c2ccccc12,-12,/,1,-120,3,16,-8,2,-2,29,-2
CCOc1ccc(-c2ncncc2-c2ccc(OC)cc2)c(O)c1,-17,0,8,19,4,-6,-2,14,-17,-15,-8
CCCn1nnnc1SCC(=O)NCc1cccs1,3,3,-9,-8,-14,12,0,-1,9,3,4
Cc1nnc(SCc2cccc3ccccc23)s1,-82,3,-57,3,-116,4,-20,-1,-280,-179,-4
Cc1cc(C)c2c(N)c(C(=O)N3CCCCCC3)sc2n1,-11,-4,-8,1,-18,-3,-4,8,10,-8,-4
COc1ccc(N2CCN(C(=O)COc3ccc4c(C)cc(=O)oc4c3C)CC2)cc1,-2,-1,20,-2,-19,15,-6,9,5,-1,-5
COc1ccc(N/C=C/C(=O)c2ccc(C)cc2)c([N+](=O)[O-])c1,-49,0,-13,-2,-176,-15,-2,25,-201,-278,2
Cn1c(SCC(=O)N2CCCC2)nnc1-c1cnccn1,-8,-2,-9,0,1,6,-6,-12,-336,-19,-2
COc1cc(OC)cc(C(=O)NCC(=O)OCc2cc(=O)oc3cc(OC)ccc23)c1,-5,0,/,2,21,-1,-6,?,11,-12,5
COc1ccc(NC(=O)CN2C(=O)NC3(CCCCC3C)C2=O)cc1S(=O)(=O)N1CCOCC1 (stereo unspecified),1,/,-9,-8,-15,-21,-9,16,7,6,16
COc1ccc(C(CNC(=O)c2ccc(-n3cnnn3)cc2)N2CCOCC2)cc1 (stereo unspecified),12,5,-74,16,17,-5,-1,3,-1,-29,4
Cc1cc2cc(CNC(=O)c3ccc(S(=O)(=O)N4CCOCC4)cc3)ccc2n1C,1,0,-4,-1,14,-7,0,-7,21,11,/

# From PubChem
